Screens from PubChem BioAssay.
IMPase inh: cell-permeable inhibitors of inositol monophosphatase (IMPase) | 120,000 tested, under 10 active | P97697 | inhibition (IP1 accumulation), % at 46.1 µM | CHO-M1 cells, IP1 accumulation, HTRF TR-FRET ratio; active means well fitted curve in the direction sought with a large enough effect in the signal ratio, not every such curve was filed as active; inconclusive means small, poorly fitted or top-dose-only effect, or a change in a side signal; inactive means no such curve, though single readings can be large or run the other way; the % refers to the signal ratio;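 further: cells stimulated with carbachol in lithium chloride buffer; plate controls were DMSO basal wells for no effect and reference inhibitor wells for full effect; higher means more IMPase inhibition seen as more IP1 and lower FRET ratio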
Target sequence (P97697 whole entry, looked up): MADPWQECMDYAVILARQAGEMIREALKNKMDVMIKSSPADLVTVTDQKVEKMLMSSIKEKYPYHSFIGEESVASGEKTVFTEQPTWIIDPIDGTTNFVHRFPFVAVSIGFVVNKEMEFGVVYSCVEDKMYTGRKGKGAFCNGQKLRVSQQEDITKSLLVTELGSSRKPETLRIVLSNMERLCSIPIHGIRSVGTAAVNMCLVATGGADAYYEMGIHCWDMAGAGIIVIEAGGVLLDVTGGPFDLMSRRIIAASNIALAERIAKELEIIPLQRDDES
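In this qHTS, compounds (final up to 46 uM) act on CHO-M1 cells that are then activated through the M1 receptor with carbachol, in pH 7.4 buffer containing 50 mM LiCl, for 30 min. IP1 accumulation is quantified by the IP-One immunoassay.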
PNC assembly inh: blocks assembly of the perinucleolar compartment | PC3M PTB-GFP, PNC prevalence imaging, 16 h; hits give low values | AID 2417 | activity change (PNC), negative = inhibition, % at 10 µM | 3.1% of 140,000 active;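 active means readout at or below -70, meaning at least 70% loss of cells showing the perinucleolar compartment, a nuclear body marking cancer cells; inconclusive means readout between -30 and a set limit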;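 further: plate controls were DMSO wells for no effect and camptothecin positive control wells for full effect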
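Compounds are pinned in duplicate onto adhered PC3M cells stably expressing GFP-tagged PTB and incubated 16 h at 37 C. Cells are then fixed, nuclei stained with Hoechst, and PNC-positive cells counted.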
ALOX12 inhib: inhibitors of human 12-lipoxygenase (ALOX12) | P18054 | 0.12% of 150,000 active | Potency, µM (titrated, usually from 57.1 µM), for inactives: at the highest dose activity change, negative = inhibition, usual class: inhibitors | purified 12-hLO, xylenol orange hydroperoxide absorbance; further: potency means the concentration at half of the fitted maximal effect; nearly all actives have a fitted effect of over 55% in size; many of its hits are not listed in these tables
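150 nM 12hLO, 25 mM Hepes pH 7.0 + 0.01% Triton X-100; cpd preinc 15 min RT; 40 uM arachidonic acid, 30 min RT; Fe-XO 30 min; A573/A405 ratio as read-out.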
ALOX15B inhib: 15-hLO-2 (ALOX15B) enzyme inhibition. O15296. 0.56% of 110,000 active. Potency, µM (titrated, usually from 57.1 µM), for inactives: at the highest dose activity change, negative = inhibition, most hits filed as inhibitors. purified 15hLO-2, xylenol orange hydroperoxide absorbance. AID 881; further: potency means the concentration at half of the fitted maximal effect; nearly all actives have a fitted effect of over 60% in size; many of its hits are not listed in these tables
Target sequence (O15296 whole entry, looked up): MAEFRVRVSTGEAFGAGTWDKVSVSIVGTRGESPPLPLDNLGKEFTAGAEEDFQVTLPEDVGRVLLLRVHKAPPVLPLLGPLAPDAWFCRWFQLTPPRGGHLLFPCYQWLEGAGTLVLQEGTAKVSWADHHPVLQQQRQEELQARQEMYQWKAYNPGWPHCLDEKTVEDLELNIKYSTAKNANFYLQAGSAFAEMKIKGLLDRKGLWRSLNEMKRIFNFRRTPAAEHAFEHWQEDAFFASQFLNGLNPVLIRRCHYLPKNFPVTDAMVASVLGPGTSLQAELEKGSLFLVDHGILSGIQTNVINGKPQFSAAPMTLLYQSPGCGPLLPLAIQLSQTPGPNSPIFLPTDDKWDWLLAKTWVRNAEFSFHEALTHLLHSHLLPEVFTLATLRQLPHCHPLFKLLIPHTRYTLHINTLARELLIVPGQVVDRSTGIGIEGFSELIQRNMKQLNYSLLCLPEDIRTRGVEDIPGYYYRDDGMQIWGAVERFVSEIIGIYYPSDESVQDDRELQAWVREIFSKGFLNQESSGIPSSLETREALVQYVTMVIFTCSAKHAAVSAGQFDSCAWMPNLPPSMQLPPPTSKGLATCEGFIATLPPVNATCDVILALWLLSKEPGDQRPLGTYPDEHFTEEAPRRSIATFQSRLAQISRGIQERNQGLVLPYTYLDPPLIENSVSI
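Screening format was qHTS against 50 nM purified 15hLO-2 in Hepes pH 7.5 with detergent. Activity follows hydroperoxide formation from 45 uM arachidonic acid, measured as 573:405 nm absorbance ratio of the ferric-xylenol orange complex.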
Starred values were filed as active, the others as inactive; ? = inconclusive; nt = no result given; & = joins results of further samples; [ ] = dose if it differs, or a comment. Unless noted, the call rests on the fitted dose curve; in most records, active means well fitted curve in the direction sought with a large enough effect; inconclusive means small, poorly fitted or top-dose-only effect, or another doubt; inactive means no such curve, though single readings can be large; an effect the other way counts as inactive or inconclusive. Unless noted, on the % scale 0 is the no-effect control and ±100 the full control effect.

SMILES	IMPase inh	PNC assembly inh	ALOX12 inhib	ALOX15B inhib
Cc1ccnc2nc(C(=O)OCCOc3cccc(Br)c3)nn12	0	-9	-5%	0%
C/C(=N\NC(=O)c1c[nH]c2ccccc12)c1ccc(C)o1	6	-7	-1%	8%
COc1cc2c(cc1OC)CN(C(=O)c1ccc(S(=O)(=O)N3CCCCCC3)cc1)CC2	nt	-8	2%	nt
O=C(CCCNS(=O)(=O)c1ccccc1)NCc1ccco1	-10	5	2%	6%
COc1ccccc1N1CCN(C(=O)C2CCCO2)CC1 (stereo not given)	9	16	1%	-2%
CCCC(=O)OCCNc1cc(Sc2nccn2C)c2nonc2c1[N+](=O)[O-]	nt	-20	-1%	nt
Cc1ccc(/C=C2\OC(=O)c3ccccc32)cc1	15	-9	-3%	7%
CCC1=C(OC(=O)N(CC)CC)N2C(=O)OC(=NCCc3c[nH]c4ccccc34)[C@]2(C)[C@H]2C1=CC[C@H]1C(=O)N(CC(=O)OC)C(=O)[C@H]12	nt	nt	-2%	22%
Cc1c(OCC(=O)OC(C)(C)C)ccc2c3c(c(=O)oc12)CCC3	7	-22	-3%	-3%
Cc1nnsc1NC(=O)OCCCl	4	0	1%	-6%
CC(=O)c1cccc(NC(=O)CSc2ccc(-c3ccc4c(c3)OCO4)nn2)c1	nt	25	-3%	nt
c1ccc2c(c1)nc(NCCN1CCOCC1)c1nncn12	1	?	5%	nt
CCOC(=O)c1cnn2c1[nH]c(=O)c1ccccc12	-1	?	0%	2%
O=C(Oc1ccc2ccccc2c1)c1ccccc1	3	40	5%	3%
Cc1ccc(S(=O)(=O)C(C#N)c2nc3ccccc3nc2N2CCN(C)CC2)cc1C (stereo not given)	-4	-17	-1%	-13%
COc1ccc(N2C(=O)CC(NCc3ccc(F)cc3)C2=O)cc1 (stereo not given)	16	?	-3%	nt
CC(=O)Nc1cccc(N(C)C)c1	0	8	0%	4%
O=C(COC(=O)/C=C/c1ccc(OC(F)F)cc1)NCc1cccs1	?	-15	-6%	nt
O=C(N/N=C/C=C/c1ccco1)/C(=C/c1ccccc1)NC(=O)c1ccccc1	0	52	-4%	nt
COc1ccc(OCc2cccc(C(=O)Nn3cc([N+](=O)[O-])cn3)c2)cc1	6	-99*	-3%	nt
COC(=O)c1ccc(NC(=O)CCNS(=O)(=O)c2cccc3nonc23)cc1	9	16	-1%	6%
CCOC(=O)C(CCCOc1ccccc1)C(=O)OCC	?	17	-5%	5%
CC1Cc2ccccc2N1CC(=O)NCc1ccccc1Cl (stereo not given)	nt	?	-5%	nt
O=C(O)C1CCCCC1C(=O)Nc1ccccc1C(=O)N1CCN(c2ccc(F)cc2)CC1 (stereo not given)	nt	-5	1%	nt
Cc1cccc2cc(COC(=O)COc3ccccc3)c(=O)[nH]c12	9	-21	-4%	0%

Reformatted with values ahead of the structure: five of the compounds above
IMPase inh,PNC assembly inh,ALOX12 inhib,ALOX15B inhib,molecule
6,-99*,-3%,nt,COc1ccc(OCc2cccc(C(=O)Nn3cc([N+](=O)[O-])cn3)c2)cc1
9,16,-1%,6%,COC(=O)c1ccc(NC(=O)CCNS(=O)(=O)c2cccc3nonc23)cc1
?,17,-5%,5%,CCOC(=O)C(CCCOc1ccccc1)C(=O)OCC
nt,?,-5%,nt,CC1Cc2ccccc2N1CC(=O)NCc1ccccc1Cl (stereo not given)
nt,-5,1%,nt,O=C(O)C1CCCCC1C(=O)Nc1ccccc1C(=O)N1CCN(c2ccc(F)cc2)CC1 (stereo not given)

Next section
SMILES	IMPase inh	PNC assembly inh	ALOX12 inhib	ALOX15B inhib
CCn1c(SCC(=O)NC(=O)NCc2ccco2)nc2sc(C)c(C)c2c1=O	1	23	-15%	?
COc1ccc(C(=O)Oc2cc(/C=N/NS(=O)(=O)c3ccccc3)ccc2OC)cc1	3	-15	-23%	-8%
CCCN1C(=O)c2cc(C(=O)NCc3ccc(OC)cc3)ccc2C1O (stereo not given)	-1	4	-1%	nt
CCCC(=O)Nc1c(-c2cccs2)c(=O)c2ccccc2n1C	-1	?	2%	-9%
CCNC(=O)NC(=O)C(C)Sc1nc2cc(C(=O)OC)ccc2c(=O)n1-c1ccccc1 (stereo not given)	13	-19	-5%	1%
COc1cccc(N2CC(C(=O)Oc3ccc4ccccc4c3)CC2=O)c1 (stereo not given)	-4	22	-2%	0%
CC(=O)NC(CC(=O)NCC(c1ccco1)N(C)C)c1ccccc1 (stereo not given)	0	12	-3%	5%
O=C(c1ccc2c(c1)OCO2)N(CC1CCCO1)C1(C(=O)NC2CCCC2)CCCCC1 (stereo not given)	11	-8	2%	-5%
Cc1nn(Cc2cccc(F)c2)c(C)c1NC(=O)c1ccc(COc2ccccc2Cl)cc1	7	55	-28%	-8%
CCCC(=O)Nc1ccc(Cl)c(NC(=O)CC)c1	-6	33	-1%	2%
CCN(CC)C(C)C(=O)NCC1(c2ccccc2)CCOCC1 (stereo not given)	-6[0.369 µM]	14	2%	nt
O=C(Nc1ccc(-c2cn3ccccc3n2)cc1)c1ccc(Cl)cc1	-7	43	4%	19%
CNC(=S)N1N=C(c2ccccc2)CC1c1ccc(Br)cc1 (stereo not given)	-5	24	?	-9%
CC(=O)NC1CC2CCCC(C1)N2S(=O)(=O)c1cccc(F)c1 (stereo not given)	0	-26	1%	-2%
Cc1cc(C)c2ccc(C(=O)O)nc2c1O	-1	3	-24%	41%[activator]
O=C(Nc1ccccc1)Nc1ccc(Br)c(Cl)c1	nt	?	-2%	nt
CN1C(=S)N(c2ccccc2)C(=O)/C1=C/c1cccs1	nt	-7	0%	nt
COC(=O)CC1c2cc(OC)c(OC)cc2CC(=O)c2cc(OC)c(OC)cc21 (stereo not given)	nt	82	0%	nt
O=C(Cn1cnc2c(nnn2-c2cccc(Cl)c2)c1=O)N1CCCC1	-10	-16	-1%	7%
CC(=O)c1c(N2CCOCC2)nc(=S)n(-c2ccccc2)c1C	6	?	9%	1%
Cc1cccc(N(CC(=O)Nc2ccccc2F)S(C)(=O)=O)c1	5	68	3%	3%
CS(=O)(=O)N1CCN(c2ccccc2NC(=O)c2ccco2)CC1	9	-4	6%	0%
NC(=O)C1(N2CCCCC2)CCN(CC(=O)Nc2ccc(Oc3ccccc3)cc2)CC1	-6	18	-3%	37%[activator]
Cc1ccc(O)c(C(=O)c2cc(C(=O)NCCc3ccccc3)c(=O)n(CCc3ccccc3)c2)c1	nt	-5	-2%	nt
Cc1ncc(CO)c(/C=N/NC(=O)c2ccccc2Br)c1O	-12	32	-1%	nt

4 of the compounds above, as labelled records.
> COc1ccc(C(=O)Oc2cc(/C=N/NS(=O)(=O)c3ccccc3)ccc2OC)cc1
  IMPase inh: 3
  PNC assembly inh: -15
  ALOX12 inhib: -23%
  ALOX15B inhib: -8%
> CS(=O)(=O)N1CCN(c2ccccc2NC(=O)c2ccco2)CC1
  IMPase inh: 9
  PNC assembly inh: -4
  ALOX12 inhib: 6%
  ALOX15B inhib: 0%
> CC(=O)NC(CC(=O)NCC(c1ccco1)N(C)C)c1ccccc1 (stereo not given)
  IMPase inh: 0
  PNC assembly inh: 12
  ALOX12 inhib: -3%
  ALOX15B inhib: 5%
> Cc1cccc(N(CC(=O)Nc2ccccc2F)S(C)(=O)=O)c1
  IMPase inh: 5
  PNC assembly inh: 68
  ALOX12 inhib: 3%
  ALOX15B inhib: 3%

Additional records follow:
SMILES	IMPase inh	PNC assembly inh	ALOX12 inhib	ALOX15B inhib
Cc1ccc(Nc2cc(C)nc3nnnn23)cc1	18	?	-6%	-2%
CCOc1ccc(CN(CCC#N)C(=S)NC(=O)c2ccccc2)cc1	-1	-13	1%	nt
CCNS(=O)(=O)c1ccc2c(c1)n(C)c(=O)n2C	8	17	-2%	-8%
CCn1nc(C)c(C2C(C#N)=C(N)OC3=C2C(=O)CC(C)(C)C3)c1C (stereo not given)	nt	?	1%	nt
CCc1c(C)sc(NC(=O)c2cc(-c3ccc(OC)c(OC)c3)on2)c1C#N	5	-18	-6%	-13%
CN1CCN(c2ccccc2NC(=O)c2ccc(-c3ccccc3)cc2)CC1	-15	?	-1%	50%[activator]
O=C(COC(=O)c1cc(S(=O)(=O)N2CCOCC2)ccc1O)NCCc1ccccc1	2	17	0%	-4%
FC(F)(F)c1cc(-c2ccco2)nc(-n2nnc3ccccc32)n1	-13	20	7%	-5%
CN1C(=O)C(O)(c2sc(N)nc2-c2ccccc2)c2ccccc21 (stereo not given)	-3	17	5%	-1%
COc1ccc(-c2nnc(SCc3ncc(-c4ccccc4)o3)o2)cc1	9	-10	-6%	-8%
COc1ccc(C2Nc3ccccc3C(=O)N2Cc2ccccc2)cc1Cn1nnc2ccccc21 (stereo not given)	-11	20	-24%	-6%
Cc1ccc(N2C(=O)NC(NC(=O)C(C)(C)C)(C(F)(F)F)C2=O)cc1 (stereo not given)	-7	57	2%	nt
Cn1c(C(=O)N2CCCC(C(=O)NCc3ccc4c(c3)OCO4)C2)cc2sccc21 (stereo not given)	7	11	-9%	0%
CCN(c1ccccc1)S(=O)(=O)c1ccc(OC)c(NC(=O)CNCC(C)O)c1 (stereo not given)	nt	2	-17%	nt
O=C(CCN1C(=O)C2CC=C(Cl)CC2C1=O)Nc1ccccc1O (stereo not given)	2	?	-4%	-12%
O=c1[nH]n2c(=O)c3c([nH]c2c1N=Nc1cccc(Cl)c1)CCC3	nt	?	2%	nt
COc1ccc(N=C2NN=C(c3ccc4c(c3)OCCO4)CS2)cc1	-19	30	-15%	-24%
CC1CCCCN1Cc1ccc(-c2nn[nH]n2)cc1 (stereo not given)	1	?	1%	0%
Cc1ccc(S(=O)(=O)CCC(=O)OCC(=O)c2ccc(C)c(C)c2)cc1	nt	-3	-6%	nt
Cc1noc(C)c1C(=O)N1CCN(Cc2ccc3c(c2)OCO3)CC1	1	-16	-4%	1%
CC1Nc2nc(NC(=O)C(C)(C)C)[nH]c(=O)c2N(C)C1C (stereo not given)	nt	37	-3%	nt
CC1(C)CC(=O)C([N+](=O)[O-])=C(NCCCO)C1	3	-29	1%	nt
C[C@@H](C(=O)Nc1ccc2ccccc2c1)[C@H]1C[C@]1(C)[C@H](NC(=O)c1cnccn1)c1ccccc1	nt	-91*	1%&-3%	7%
CCn1c2ccccc2c2nc3ccccc3nc21	3	?	-5%	2%
Cc1ccccc1NC(=O)CCC(=O)OCC(=O)c1ccc(-c2ccccc2)cc1	-10	-29	-4%	-24%

Other entries
SMILES	IMPase inh	PNC assembly inh	ALOX12 inhib	ALOX15B inhib
Cn1ncc(N)c1C(=O)Nc1cccc(C(F)(F)F)c1	0	-13	-3%	8%
CN1CCN(C(=O)c2cc(-c3ccco3)on2)CC1	-1	33	-1%	1%
COc1ccccc1C(=O)N/C(N)=N/c1nc2ccccc2o1	3	?	-3%	-2%
CCCC(=O)c1cc2ccccc2oc1=O	0	-24	-10%	1%
COC(=O)CSc1nnc(-c2ccoc2C)n1-c1ccc(OC)cc1	2	-26	0%	-1%
O=C1Nc2ccccc2OC1CC(=O)N1CCCC1 (stereo not given)	-7	12	-7%	-7%
CC(Sc1nnc(C2CCCCC2)n1N)C(=O)NCc1ccc2c(c1)OCO2 (stereo not given)	8	?	-4%	8%
Nc1cc(C(=O)OCC(=O)NCc2ccc(F)cc2)ccc1Cl	nt	?	1%	nt
COc1cc(NS(=O)(=O)c2cccc3nsnc23)c(C(=O)O)cc1OC	-1	16	2%	-2%
Cc1cc(C)n(C(=O)c2ccncc2)n1	-3	?	1%	4%
COc1ccc(-n2c(=O)c(-c3ccc(F)cc3)nc3cnc(OC)nc32)cc1	nt	nt	1%	3%

Marked active in PNC assembly inh, of those listed so far:
SMILES	IMPase inh	PNC assembly inh	ALOX12 inhib	ALOX15B inhib
COc1ccc(OCc2cccc(C(=O)Nn3cc([N+](=O)[O-])cn3)c2)cc1	6	-99*	-3%	nt
C[C@@H](C(=O)Nc1ccc2ccccc2c1)[C@H]1C[C@]1(C)[C@H](NC(=O)c1cnccn1)c1ccccc1	nt	-91*	1%&-3%	7%

Not all compounds are listed. The share of hits here may be higher or lower than overall.
